Screening results: PubChem BioAssay, several laboratories
PKA-R1A activ: activates the PKA-R1A holoenzyme complex; P00514+P68181; PKA-R1A dissociation, Cy5-IP20 fluorescence polarization; scaled: DMSO 0%, 113 µM cGMP 100%; activation, % at 11.4 µM; 340,000 tested, 0.083% active;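 active = percent activation above the mean of all tested compounds plus 3 SD, cut at about 19% in these data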;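 also: higher means more PKAc released from R1A so a rise in polarization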
PKA-R2B act: activates the human PKA-R2B holoenzyme complex; P22694+P31323; PKA-R2B holoenzyme dissociation, Cy5-IP20 fluorescence polarization; R2B truncated from residue 108, S112A mutant; 0% DMSO only, 100% 113 µM cGMP; activation, % at 11.4 µM; 340,000 tested, 0.079% active; AID 504700;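 active = activation above a cutoff set at the mean over all compounds plus 3 SD, cut at about 18% in these data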;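 also: higher means more holoenzyme dissociation and a rise in polarization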
Arrestin-AP2 inh: inhibitors of human beta-arrestin and AP2 interaction; FITC-arrestin peptide / GST-AP2 beads, flow cytometry; AP2 beta2 appendage carries R879A mutation; 340,000 tested, 0.31% active; inhibition, % at 10 µM;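 active = inhibition above a set limit, near 3 SD of compounds lacking own fluorescence, cut at about 54% in these data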;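 also: plate controls were DMSO wells for no effect and 5 µM unlabelled arrestin peptide for full effect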
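test system = AP2 appendage R879A on GSH beads | buffer or medium = PBS plus Tween 20 (0.05%) and BSA (0.1%) | incubation = 12 min plus 1 h, RT | detection = bead flow cytometry, FITC channel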
HTR5A inv ag: counter-screen for OPRM1-OPRD1 inverse agonists: human HTR5A inverse agonism. 340,000 tested, 0.083% active. HTR5A cell line, luminescence. P47898. inhibition, % at 9.3 µM; in the data active = inhibition mostly above about 23%, no sharp cut-off; inactive = mostly below about 18%;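 also: 0% = cells with DMSO and 100% = no-cell wells with DMSO; some compounds called inactive have numbers as strong as hits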
HTR5A ag ctr: activates human HTR5A in OPRM1-OPRD1 agonist counter-screen; activation, % at 9.3 µM; P47898; AID 504692; HTR5A agonist assay, luminescence, cell-based; 340,000 tested, 0.61% active; in the data active = activation mostly above about 9.5%, no sharp cut-off; inactive = mostly below about 7.6%;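 also: 0% = cells with vehicle only and 100% = reference agonist; strong numbers were not always called active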
MOR-DOR ag: OPRM1-OPRD1 heterodimerization agonism | P35372+P41143 | cells, luminescence | activation, % at 9.3 µM | 340,000 tested, 0.3% active; in the data active = activation above about 18%;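 also: 0% = vehicle-treated cells and 100% = reference agonist; values of inactives mirror those of a sister screen read the other way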
Target sequence (P35372 whole entry, looked up): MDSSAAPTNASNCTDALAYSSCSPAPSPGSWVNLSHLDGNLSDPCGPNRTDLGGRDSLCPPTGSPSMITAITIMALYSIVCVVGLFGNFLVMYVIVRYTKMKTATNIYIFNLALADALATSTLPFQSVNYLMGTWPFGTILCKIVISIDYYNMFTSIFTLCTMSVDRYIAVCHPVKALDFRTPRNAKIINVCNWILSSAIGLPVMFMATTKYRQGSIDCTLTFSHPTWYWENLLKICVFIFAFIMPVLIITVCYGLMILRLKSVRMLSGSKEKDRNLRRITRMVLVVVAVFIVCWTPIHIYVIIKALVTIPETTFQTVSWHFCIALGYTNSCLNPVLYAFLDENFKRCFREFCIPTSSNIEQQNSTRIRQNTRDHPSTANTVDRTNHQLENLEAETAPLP
Target sequence (P41143 whole entry, looked up): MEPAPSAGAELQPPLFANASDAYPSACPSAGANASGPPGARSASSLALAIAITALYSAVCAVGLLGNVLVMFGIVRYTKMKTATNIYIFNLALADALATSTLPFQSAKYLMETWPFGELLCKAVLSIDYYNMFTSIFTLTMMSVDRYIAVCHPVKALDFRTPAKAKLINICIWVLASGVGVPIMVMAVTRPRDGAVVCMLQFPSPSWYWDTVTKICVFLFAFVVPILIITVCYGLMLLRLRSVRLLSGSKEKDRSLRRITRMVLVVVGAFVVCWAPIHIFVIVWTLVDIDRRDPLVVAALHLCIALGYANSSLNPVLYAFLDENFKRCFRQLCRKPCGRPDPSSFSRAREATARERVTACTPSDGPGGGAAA
DAGLB inh: diacylglycerol lipase beta (human) inhibition. Q8NCG7. HEK293T DAGLB membrane lysate, EnzChek fluorogenic substrate. inhibition, % at 5.17 µM. 340,000 tested, 0.059% active. AID 504411; in the data active = inhibition above about 34%;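 also: 0% = enzyme with vehicle and 100% = wells lacking enzyme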
OPRM1-OPRD1 inv: inverse agonist of human OPRM1-OPRD1 heterodimerization; P35372+P41143; cell-based MOR-DOR heterodimer luminescence, inverse agonism; inhibition, % at 9.3 µM; 340,000 tested, 0.21% active; in the data active = inhibition above about 22%, passing the limit was not always enough;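 also: 0% = cells with DMSO and 100% = wells without cells with DMSO; values of inactives mirror those of a sister screen read the other way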
DSG3 Ab inh: blocks pemphigus antibody binding to human desmoglein-3. DSG3-coupled beads, scFv-anti-DSG3-GFP binding, flow cytometry; hits give low values. binding (percent of control), % at 10 µM. 310,000 tested, 0.48% active. AID 588358. P32926;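 active = binding more than 3 SD below its plate's average and above zero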;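 also: hits lower antibody fragment binding to DSG3; some compounds called inactive have numbers as strong as hits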
V-ATPase pHluor: yeast V-ATPase proton transport regulation by pHLuorin | S. cerevisiae, pHLuorin cytosolic pH fluorescence | response, % at 10 µM | 350,000 tested, 0.37% active | AID 504577; in the data active = response mostly above about 7.3%, no sharp cut-off; inactive = mostly below about 5.4%; also: actives read high; inactives centre near 0; some compounds called inactive have numbers as strong as hits; reference of the scale not given here
Active calls of the source: *; / = no result given.

SMILES	PKA-R1A activ	PKA-R2B act	Arrestin-AP2 inh	HTR5A inv ag	HTR5A ag ctr	MOR-DOR ag	DAGLB inh	OPRM1-OPRD1 inv	DSG3 Ab inh	V-ATPase pHluor
COc1ccc(C(=O)Nc2nc(C)cs2)cc1S(=O)(=O)N1CCCC1	6	-5	5	-6	2	-0.9	-1	5	108	-2
NC(=O)c1ccc(Br)c(S(=O)(=O)N2CCCCC2)c1	-5	0	0	28	-2	-2.5	-1	13	104	-10
Cc1ccc(-c2nnn(CC(=O)N3C(C)CCCC3C)n2)cc1 (configuration not stated)	1	-4	-9	-11	3	-1.1	-3	5	109	7
CC(Sc1nc2ccccc2c(=O)n1C)C(=O)N(C)C1CCCCC1 (configuration not stated)	-4	2	4	0	0	0.6	0	-4	95	1
O=C(CN1C(=O)c2cccc3cccc(c23)C1=O)N1CCN(c2ccccn2)CC1	-10	5	25	4	-2	-2.9	1	14	73	7
COc1ccccc1C(=O)NNC(=O)c1ccc(O)cc1	-1	0	/	/	/	/	0	/	98	2
COc1ccc(C(=O)n2c(C)c(CCO)c(=O)n2C)cc1	3	1	17	-4	1	-0.9	-2	4	92	-2
N#Cc1ccc(S(=O)(=O)N2CCN(CC(=O)Nc3ccccc3C(=O)NC3CC3)CC2)cc1	7	5	25	21	-9	-3.0	-1	13	98	2
CCCC(=O)Nc1ccc(Cl)c(-c2nc3ncccc3o2)c1	7	-2	-13	-6	2	-3.8	-2	17	94	-2
CN1CCN(Cc2nc3c(c(=O)n(C)c(=O)n3C)n2CCCc2ccccc2)CC1	-4	6	1	0	3	-1.5	-1	9	102	5
Cc1ccc(OCC(=O)c2c(O)c3ccccc3oc2=O)cc1C	10	0	8	0	-4	1.5	0	-9	105	1
CC(NC(=O)C1CCC1)c1ccc(Cl)cc1 (configuration not stated)	-2	-3	12	-3	-2	-2.0	-3	12	102	-1
CC1CC1C(=O)OCC(=O)Nc1cccc(Br)c1 (configuration not stated)	3	7	6	-15	6	-1.1	0	7	101	-1
COc1ccc(C(CNC(=O)c2cccc(NS(=O)(=O)c3ccccc3)c2)N(C)C)cc1 (configuration not stated)	2	6	-5	-11	2	46*	1	-246	/	1
Cc1ccc(C)c(S(=O)(=O)Nc2ccc(C(=O)NCC(c3ccco3)N3CCCCC3)cc2)c1 (configuration not stated)	0	-3	15	-13	3	-2.9	-1	16	101	0
CN(Cc1c(C(=O)N/N=C/c2ccccc2F)nnn1-c1nonc1N)c1ccccc1	-9	-1	-5	-14	4	5.2	1	-28	100	1
O=C(NCc1ccc(F)cc1)C1CC(=O)N(CCc2ccccc2)C1 (configuration not stated)	9	-6	16	-18	7	-2.2	0	11	105	-4
COc1ccc(OCCCC(=O)N(C)CC(=O)Nc2ccccc2Cl)cc1	-8	-11	-7	-15	-2	-0.6	-1	3	116	4
CCOC(=O)N1CCN(C(=O)CSc2nnc(-c3cc(OC)ccc3OC)o2)CC1	1	-4	7	10	1	-0.6	-1	2	107	-1
O=C(Cn1cc(C(=O)c2cccs2)c2ccccc21)NCC1CCCO1 (configuration not stated)	-1	-1	-11	-33	0	-1.4	1	7	101	0
COC(=O)c1c(NC(=O)C(=O)N2CCOCC2)sc2c1CCC2	-7	-7	-12	0	0	-2.4	-1	12	135	-3
COc1ccc(C(=O)C2CCCN(C(=O)c3cc(C(C)C)no3)C2)cc1F (configuration not stated)	-2	2	-2	-10	-6	-1.2	-8	8	105	0
CS(=O)(=O)Nc1nc2n(n1)C(c1ccc(F)cc1)CC(c1ccccc1)N2 (configuration not stated)	2	-9	25	2	-1	-2.5	-1	14	96	0
COc1ccccc1CNC(=O)CCNS(=O)(=O)c1cccc2nonc12	5	7	1	11	-1	1.7	-5	-11	/	1
CCCCNC(=O)c1onc(CSc2ccccn2)c1C(=O)NCCCC	-7	-21	9	-18	7	5.6	-3	-33	109	0
COc1ccc(-n2c(SCC(=O)N3CCCCC3C)nnc2-c2cccnc2)cc1 (configuration not stated)	2	2	-2	24	3	-0.7	-1	4	113	0
NS(=O)(=O)c1ccc(CCNC(=O)COC(=O)Cc2ccc([N+](=O)[O-])cc2)cc1	8	-1	5	1	2	-2.0	0	8	102	0
O=C(c1ccco1)N1CCN(C(=O)C2(S(=O)(=O)c3ccc(Cl)cc3)CC2)CC1	7	-1	-1	16	2	-1.2	-3	6	109	-2
Cn1c(SCC(=O)Nc2ccc3nc(SCC(=O)N4CCCC4)sc3c2)nnc1-c1ccc(N)cc1	-15	-5	1	-10	3	1.4	4	-8	96	3
CCOc1cc(C(c2c(C)[nH][nH]c2=O)c2c(C)[nH][nH]c2=O)ccc1OS(=O)(=O)c1ccccc1	-8	-2	-3	-39	2	-1.5	-1	8	98	0
CNC(=S)Nc1ccc(OC(F)(F)F)cc1	10	-6	4	21	7	-2.1	-2	10	/	-3
Cc1ccc(NC(=O)C(OC(=O)c2ccc(F)cc2)c2ccccc2)cc1Cl (configuration not stated)	-12	-9	-19	-4	1	3.5	-7	-20	102	-2
CCOc1ccc2nc(SC3CC(=O)N(c4ccc(OC)cc4OC)C3=O)sc2c1 (configuration not stated)	-2	-5	21	21	-8	6.4	1	-33	102	17
Cc1ccc(Cn2c(C)c3cnn(CC(=O)NC4CCCC4)c(=O)c3c2C)cc1	-18	-10	0	-21	7	-0.4	2	2	108	3
O=C(NC1CC2CCCC(C1)N2C(=O)Nc1ccccc1Cl)C1CC1 (configuration not stated)	-11	-5	-7	2	1	-2.9	-3	18	96	-2
c1ccc(-c2cc(N3CCCCC3)nc(-c3ccccc3)n2)cc1	2	3	-2	5	-2	-0.8	-2	5	96	0
CCOC(=O)C1CCc2nc3ccccc3c(=O)n21 (configuration not stated)	-1	10	0	-19	-2	-3.2	1	18	96	3
CC(C)CCNC(=O)CCCn1c(=O)[nH]c2ccc(Br)cc2c1=O	-4	1	-2	7	0	-0.3	3	2	/	0
O=C(c1oc(=O)c2ccccc2c1-c1ccccc1)N1CCC(O)CC1	8	-1	28	-6	2	-0.5	2	3	104	0
CCN=c1scc(C)n1/N=C/c1cc(Br)c(O)c(OC)c1	-5	0	18	28	4	0.5	4	-2	/	-2
Cc1cc(S(=O)(=O)NC2CCCCC2)ccc1-n1cnnn1	1	-3	-34	-14	2	0.6	-1	-2	/	-4
CCN(CC)S(=O)(=O)c1ccc(OC)c(NC(=O)COc2ccc3c(C)cc(=O)oc3c2)c1	-4	-7	-6	-16	2	-1.9	1	10	84	2
O=C(c1cccs1)N1CCc2ccccc21	-10	-2	-3	-1	-2	-0.6	0	3	99	-1
N#Cc1c(Nc2ccccc2)c(C=O)c[nH]c1=O	10	-6	15	-1	0	-1.7	2	10	95	1
CC(C)Cn1c(N)c(C(=O)COC(=O)c2cccn2C)c(=O)n(C)c1=O	13	5	31	16	3	-0.7	-4	3	100	2
O=C(Nc1ccc(Nc2ccccc2)cc1)c1ccco1	-3	3	3	8	1	-0.4	-1	2	104	1
COc1cc(NC(=O)C/C(C)=N/NC(=O)Cc2ccc(Cl)cc2)c(OC)cc1Cl	-11	-16	-11	25	0	0.2	-1	-1	111	0
CCCCc1ccc(NC(=O)COc2ccc(C(=O)Nc3ccccc3OCC)cc2)cc1	1	3	10	33	1	1.9	1	-8	99	-4
C/C(=C\CNc1ncnc2nc[nH]c12)CO	-20	0	0	21	3	-4.1	-2	21	98	0
CCOC(=O)c1ccc(NC(=O)C2CC(O)CN2S(=O)(=O)c2ccc(C)cc2)cc1 (configuration not stated)	-13	-2	22	-5	2	-3.5	0	15	/	0
Cc1ccc(C)c(-n2c(SCC(=O)N3CCCC3)nnc2-c2ccccn2)c1	-23	2	-12	-11	3	-1.6	0	9	99	1
O=C(Nc1ccccc1C(=O)NC(Cc1ccccc1)C(=O)NC1CCCCC1)c1ccccc1 (configuration not stated)	-10	0	-2	-1	0	0.3	-2	-2	99	3
CCN(C(=O)CSc1ncccn1)C1CCS(=O)(=O)C1 (configuration not stated)	-2	7	-12	24	-9	-2.0	-1	8	109	2
COc1ccccc1-c1c(C)oc2cc(OC(=O)c3ccco3)ccc2c1=O	7	3	6	-13	5	2.6	6	-12	108	-1
Cc1cccc(NC(=O)COc2ccc3oc4c(c3c2)CCCC4)n1	-6	-4	2	-20	1	-2.0	-5	11	98	2
N#Cc1ccc(Cl)cc1NC(=O)COC(=O)c1ccc(S(=O)(=O)N2CCCC2)cc1	6	6	-1	-35	-1	-0.9	-4	5	101	1
CCCC(=O)N1CCN(c2ccc(NC(=O)c3cccs3)cc2Cl)CC1	-13	0	12	0	6	0.8	-1	-5	111	0
Cc1nc(-c2ccc(S(=O)(=O)NCc3cccnc3)s2)cs1	-4	0	1	-8	0	-1.3	2	6	97	0
COc1ccc(N(CC(=O)Nc2ccc(C)c(C)c2)S(=O)(=O)c2c(C)n[nH]c2C)cc1	-3	7	7	-9	0	0.9	3	-5	97	-3
CC(Sc1nnc(-c2ccco2)n1C)C(=O)Nc1nccs1 (configuration not stated)	1	-3	24	-5	3	-3.1	1	15	100	13
(more compounds)
SMILES	PKA-R1A activ	PKA-R2B act	Arrestin-AP2 inh	HTR5A inv ag	HTR5A ag ctr	MOR-DOR ag	DAGLB inh	OPRM1-OPRD1 inv	DSG3 Ab inh	V-ATPase pHluor
CN(C(=O)CC1C(=O)NCCN1Cc1ccc(F)c(F)c1)C1CCCCC1 (configuration not stated)	-10	-2	6	0	0	-3.1	-2	16	106	-8
Cc1ccc(-c2nn(C)c(=O)c3ccccc23)cc1CO	-10	-6	-26	-23	0	-1.1	-1	7	105	0
CC1C(=O)OC2C1CCC1(C)CCC(=O)C(C)C21 (configuration not stated)	3	-5	-12	2	0	-2.5	0	12	104	0
O=C(COc1ccc(Br)cc1)NNC(=S)NCc1ccccc1	0	-10	-8	19	-7	-0.6	0	3	98	0
Cc1ccc(S(=O)(=O)N2CCCCC2)cc1C(=O)Nc1ccc(N2CCOCC2)cc1	6	8	32	-1	-1	-0.3	3	2	97	0
COc1cc(/C=N/N(C)c2ccccc2)ccc1O	-6	-8	12	-2	3	3.5	2	-19	101	2
Cc1ccc(/C=N/N(Cc2ccccc2)c2ccccc2)o1	-9	-5	4	-16	-1	2.2	-2	-16	110	0
CC(NC(=O)CCC(=O)NCc1ccc(F)cc1)c1ccccc1 (configuration not stated)	-1	15	-1	18	-5	-2.6	-1	12	90	2
